OX1R antag-1 = antagonists of human orexin 1 receptor (OX1R); inhibition, % at 6.6 µM; hit rate 1.8% among 330,000; OX1R-expressing cells, FRET antagonist read-out; Orexin/Hypocretin receptor type 1 (Homo sapiens), O43613; AID 485270, 2010; in the data active means inhibition mostly above about 38%, no sharp cut-off; inactive means mostly below about 40%;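 further: 0% = agonist challenge alone and 100% = reference antagonist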
Target sequence (O43613 whole entry, looked up): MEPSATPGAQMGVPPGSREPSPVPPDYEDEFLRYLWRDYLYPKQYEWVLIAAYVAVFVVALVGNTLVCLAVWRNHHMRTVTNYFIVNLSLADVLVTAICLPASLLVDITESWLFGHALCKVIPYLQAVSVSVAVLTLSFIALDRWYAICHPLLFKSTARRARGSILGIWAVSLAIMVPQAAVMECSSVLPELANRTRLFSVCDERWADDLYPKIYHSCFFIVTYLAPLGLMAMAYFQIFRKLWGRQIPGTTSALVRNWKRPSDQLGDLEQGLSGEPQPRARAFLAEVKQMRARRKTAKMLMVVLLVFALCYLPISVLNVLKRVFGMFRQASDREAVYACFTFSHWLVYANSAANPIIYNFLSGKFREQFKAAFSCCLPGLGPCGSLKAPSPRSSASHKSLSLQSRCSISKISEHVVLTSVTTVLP
OX1R antag-2 = OX1R (HCRTR1) antagonists, primary screen, fluorescence, CHO/OX1R cells, Fluo-8 calcium, orexin A; Orexin/Hypocretin receptor type 1 (Homo sapiens), O43613; Fluo-8 calcium fluorescence; inhibition, % at 5 µM; hit rate 0.43% among 330,000; AID 434989, 2010;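 active means inhibition above its plate's threshold, mean inhibition of all tested compounds on the plate plus 3 SD, cut at about 37% in these data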;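 further: 0% = orexin A challenge wells and 100% = SB-334867-A antagonist wells; not every result past the cut was called active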
Numbers without * were called inactive.

Values run as follows: OX1R antag-1, OX1R antag-2
CC(C)OC(=O)c1ccc(N2C(=O)C3CC=CCC3C2=O)cc1 (configuration not stated)
  21, -14
Cc1ccc(NC(=O)c2ccc(OC(=O)C(C)Oc3ccc(Cl)cc3C)cc2)cc1 (configuration not stated)
  0, -1
CCOc1cc(S(=O)(=O)N2CCN(C(=O)c3ccco3)CC2)ccc1F
  23, 6
CC(=O)Nc1ccc(CC#N)cc1
  2, -2
Cc1cc(C)c(S(=O)(=O)N(CC(=O)NCc2cccnc2)C2CCCCC2)c(C)c1
  22, -13
Cc1ccccc1NC(=O)Cn1cnc2c1c(=O)n(C)c(=O)n2C
  4, -7
O=C(NCC1CCCO1)C1CCN(S(=O)(=O)Cc2ccccc2)CC1 (configuration not stated)
  21, 4
COc1ccccc1NC(=O)CCCc1c[nH]c2ccccc12
  10, -3
COC(=O)Cc1[nH]n(-c2nc3ccccc3s2)c(=O)c1C(C)=Nc1ccc(OC)cc1
  18, -14
COc1ccc(C2CC(=O)C3=C(C2)Nc2ncnn2C3c2ccccc2C)cc1 (configuration not stated)
  21, -19

Remaining list, next part:
Values run as follows: OX1R antag-1, OX1R antag-2
S=C(c1ccccc1)N(c1ccccc1)c1ccccc1
  23, -35
CCOc1ccc(C(=O)Nc2ccc3c(c2)OCCO3)cc1[N+](=O)[O-]
  11, -33
COc1cc(CC(=O)Nc2ccc3nc(C)sc3c2)cc(OC)c1OC
  11, -9
COc1cc(NC(=O)Cn2nc(Cc3cccnc3)c3ccccc3c2=O)cc(OC)c1OC
  -1, -31
N#C/C(=C\c1cccc(Oc2ccccc2)c1)C(=O)N1CCOCC1
  19, -8
CC(C)c1ccc(NC(=O)C2CCN(S(=O)(=O)c3ccc4c(c3)C(C)(C)C(=O)N4C)CC2)cc1
  12, -23
COc1cc2c(cc1NC(=O)c1cccnc1)oc1ccccc12
  34, -26
CCOc1ccc(C(C)=O)cc1COC(=O)c1cccnc1SC
  27, -2
CC(NC(=S)Nc1ccccc1OC(F)F)C(C)(C)C (configuration not stated)
  3, -6
C(=C\c1ccccc1)/CN1CCN(c2ncnc3c2oc2ccccc23)CC1
  29, 48*

(list continues)
Values run as follows: OX1R antag-1, OX1R antag-2
Cc1ccc(CC(=O)Nc2ccc(S(=O)(=O)Nc3ncccn3)cc2)cc1
  2, -5
O=c1c2ccccc2nc(SCc2cc(F)ccc2F)n1C1CCCC1
  3, -9
Cc1nc(-c2ccc(F)cc2)c(CC(=O)N(C)CC(=O)Nc2ccc(F)cc2)s1
  13, -20
COc1ccc(/C=N/Nc2nc3ccccc3c(=O)n2-c2ccccc2)cc1OC
  5, -16
O=C(N/N=C/c1coc2ccccc2c1=O)c1ccc(Cl)cc1
  -2, -21
COc1ccc(CN(C)c2ccc(S(=O)(=O)N3CCN(C)CC3)cc2[N+](=O)[O-])cc1OC
  24, 46*
CC(C)C[C@H](NC(=O)c1nc[nH]c1C(=O)NCc1ccc(CNC(=O)OC(C)(C)C)cc1)C(=O)OC(C)(C)C
  4, -36
COc1ccccc1C(=O)NC1CCN(C(=S)NCCc2ccccc2)CC1
  4, -14
CN(C)c1nc(C(F)(F)F)cc(=O)[nH]1
  16, -34
O=C(NC(=S)NNC(=O)c1ccccc1O)c1ccccc1
  7, -10

Later entries.
Values run as follows: OX1R antag-1, OX1R antag-2
Cc1ccc(NC2CC(=O)N(c3ccc(C)cc3)C2=O)cc1 (configuration not stated)
  14, -12
COc1cc(-n2c(C)nc3cc(C(=O)NCC4CCCO4)ccc32)cc(OC)c1OC (configuration not stated)
  33, -7
O=C(Nc1cccc(-c2cnc3ccccc3n2)c1)c1ccco1
  56, -26
O=C(Nc1ccc(OCC(=O)N2CCOCC2)cc1)c1ccccc1Cl
  -8, -11
CC1CC1C(=O)Nc1nc(-c2ccc(Cl)s2)cs1 (configuration not stated)
  16, -1
CC1CCN(CCCNC(=O)C2CCCN(c3ncnc4c3nc3n4CCCCC3)C2)CC1 (configuration not stated)
  9, -13
O=C(N1CCOCC1)N1CCN(S(=O)(=O)c2ccc(Cl)cc2)CC1
  15, -8
O=C1NC(=S)N/C1=C\c1ccc(N2CCOCC2)cc1
  45, -9
CN1CCN(C(=O)c2cccn(Cc3ccc(C(F)(F)F)cc3)c2=O)CC1
  16, -8
CC(C)(C)Nc1nc(OCC(F)(F)F)nc(OCC(F)(F)F)n1
  18, -18

Additional records follow.
Values run as follows: OX1R antag-1, OX1R antag-2
CCC1(C)Cc2nc3[nH]c(=S)n(-c4ccc(C)cc4)c(=O)c3cc2CO1 (configuration not stated)
  5, -2
OC(COc1ccc(OCC(O)CN2CCN(Cc3ccccc3)CC2)cc1)CN1CCN(Cc2ccccc2)CC1 (configuration not stated)
  6, -10
O=C(NC1CCCCC1)C(=O)c1c[nH]c2ccccc12
  13, -10
CCCc1c(O)nc(SCC(=O)NCc2ccco2)[nH]c1=O
  21, -10
CN(C(=O)c1ccc2c(Cl)c3c(nc2c1)CCC3)c1ccccc1
  3, -27
CCOCCCNC(=O)c1c[nH]c2cc(C)ccc2c1=O
  14, -2
Cn1c(=O)c2c(ncn2CC(=O)OCC(=O)NCc2ccccc2Cl)n(C)c1=O
  15, 2
O=C1CCCN1CCCNS(=O)(=O)c1ccccc1
  5, -21
Cc1cccc(-n2nnnc2SCC(=O)NCCN2C(=O)CSC2=O)c1
  9, -9
COc1ccc(-c2oc3ccc(-c4cc(OC)c(OC)c(OC)c4)cc3c2-c2ccc(OC)cc2)cc1
  17, -25

More entries
Values run as follows: OX1R antag-1, OX1R antag-2
Cc1ccc(CN2[C@@H](CC(C)C)COCCS2(=O)=O)cc1
  24, -4
CCOC(=O)N1CCC(NS(=O)(=O)c2ccc(NC(C)=O)c(Cl)c2)CC1
  6, -3
COc1ccc(NC(=O)c2sc3nc(N4CCCC4)c4c(c3c2N)CC(C)(C)OC4)cc1
  22, -26
Cc1cccc(C)c1NC(=O)COC(=O)CNC(=O)C1CCCCC1
  8, -18
Cc1ccc(NC(=O)c2sc3ncn(CC(=O)N4CCOCC4)c(=O)c3c2C)c(Br)c1
  -2, 14
CN=C(Nc1cccc(S(=O)(=O)N2CCOCC2)c1)c1ccccc1
  2, -13
CC(Cc1cccs1)NC(=S)Nc1ccc(Cl)cc1 (configuration not stated)
  60*, 1
CCN(CC)CCC(c1ccc(OC)cc1)c1c(O)cc(OC)cc1OC (configuration not stated)
  22, -38
CCOc1ccc(NS(=O)(=O)c2ccc(OC)c(C)c2)cc1
  17, -12
CN(C)S(=O)(=O)c1cccc(NC(=S)N/N=C/c2ccco2)c1
  8, -14

The results go on:
Values run as follows: OX1R antag-1, OX1R antag-2
O=C(CSc1nccn1-c1ncc(C(F)(F)F)cc1Cl)c1ccc(Cl)cc1
  15, -18
Cc1onc(-c2ccccc2)c1C(=O)N1CCN(S(=O)(=O)c2ccccc2Br)CC1
  11, -34
Cc1nn2c3ccccc3nc2c2ccccc12
  88*, 25
CCOC(=O)C(NC(C)=O)(Nc1cccc(F)c1)C(F)(F)F (configuration not stated)
  0, -20
CS(=O)(=O)N(CC(=O)Nc1ccc2c(c1)OCCO2)c1ccc2c(c1)OCO2
  3, -9
CC(C)c1csc(CN2CCC(N3CCC(C(=O)NCC4CCCO4)CC3)CC2)n1 (configuration not stated)
  0, -32
CC1(C)CC2CC(C)(CN2c2ncnc3ccccc23)C1 (configuration not stated)
  18, -4
S=c1[nH]ccn1CCc1ccccc1
  0, -18
O=S(=O)(c1ccc(Br)s1)N1CCN(CCc2ccccc2)CC1
  0, -21
COc1ccc(-c2nnc3n2CCCCC3)cc1OC
  15, -6

Later entries
Values run as follows: OX1R antag-1, OX1R antag-2
COc1cccc(NC(=O)CN(C)C(=O)c2cccc(S(=O)(=O)N3CCN(c4ccc(F)cc4)CC3)c2)c1
  18, -10
Cc1cc(Oc2ccc(Br)cc2)nc(SCC(=O)c2ccccc2)n1
  19, -39
Cc1ccc(N=c2c([N+](=O)[O-])nn(-c3ccc4c(c3)OCCO4)n2O)cc1F
  21, -10
CC(=O)N1CCc2c(sc(NC(=O)C3CC3)c2-c2nc3ccccc3s2)C1
  9, -24
O=C(CCn1nc(-c2ccc(Cl)cc2)ccc1=O)N1CCOCC1
  27, 0
O=C(CSc1nc(Cc2ccccc2)nc2ccccc12)Nc1ccc2c(c1)OCCO2
  22, 23
COc1ccccc1NC(=S)NCC1CCC(CNC(=S)Nc2ccccc2OC)CC1 (configuration not stated)
  9, -21
Cc1ccccc1-n1c(=O)cc(N2CCN(Cc3ccccc3)CC2)[nH]c1=O
  8, -6
Cc1c(Cl)cccc1NC(=O)CNC(=O)CCS(=O)(=O)c1ccc(F)cc1
  6, -10
CN1CCN(c2ccc(C(=O)c3ccc(Br)cc3)cc2[N+](=O)[O-])CC1
  17, -8

(continued)
Values run as follows: OX1R antag-1, OX1R antag-2
O=C(COC(=O)C1CC(=O)N(Cc2ccccc2)C1)Nc1ccc2c(c1)OCO2 (configuration not stated)
  17, -31
COc1ccc(-n2c(-c3cc(-c4ccccc4)sc3N)n[nH]c2=S)cc1
  24, -14
Cc1ccc(C2(C)NC(=O)N(CC(=O)Nc3ccccc3N3CCCC3)C2=O)cc1 (configuration not stated)
  -3, -10
Cc1ccc(S(=O)(=O)N(C)C)cc1NC(=S)Nc1ccc2[nH]c(=O)[nH]c2c1
  13, -12
CC1CC(C)CN(CCCNC(=O)C2CCN(c3nnc(-n4cccc4)s3)CC2)C1 (configuration not stated)
  12, -13
O=C(NCCN=C1NS(=O)(=O)c2ccccc21)c1ccc(S(=O)(=O)N2CCOCC2)cc1
  -3, -6
CCN(CC)c1ccc(S(=O)(=O)N2CCOCC2)cc1NC(=O)CSc1nncs1
  12, -20
Cc1cccc(OCC(=O)N(Cc2ccc(C)o2)C2CCS(=O)(=O)C2)c1 (configuration not stated)
  6, -18
CC(C)(C)n1nc2c(c1NC(=O)c1cc([N+](=O)[O-])ccc1Cl)CS(=O)(=O)C2
  35, -13
Cc1cccc(C)c1NC(=O)COC(=O)/C=C/c1ccc(S(=O)(=O)N2CCOCC2)cc1
  7, 20

Other compounds
Values run as follows: OX1R antag-1, OX1R antag-2
CCCNC(=O)c1onc(CSc2ccc(F)cc2)c1C(=O)NC(C)C
  10, -24
COc1ccc(NC(=O)C(=O)NCCC2=CCCCC2)c(OC)c1
  13, -27
Cc1cc(C)n(CC(=O)N2c3ccccc3Sc3ccc(C(F)(F)F)cc32)n1
  17, -19
Cn1cccc1/C=N/NC(=O)c1ccc(OC(F)(F)C(F)F)cc1
  12, -19
CC(C)(C)OC(=O)[C@H](Cc1ccccc1)NC(=O)c1nc[nH]c1C(=O)N[C@@H](Cc1ccccc1)C(=O)OC(C)(C)C
  26, 0
N#C/C(=C\C=C\c1ccccc1[N+](=O)[O-])C(=O)NC1CCCCC1
  15, -28
COc1ccc2c(C)cc3n[nH]c(=S)n3c2c1
  -7, -4
COc1ccc(N2CCN(C(=O)c3ccc(NS(=O)(=O)c4ccc(F)c(F)c4)cc3)CC2)cc1
  15, 14
O=C(Cn1nc(-c2ccccc2F)ccc1=O)NCc1ccc2c(c1)OCO2
  16, -11
O=C(NC1CCN(Cc2ccccc2)C1)c1cc(COc2ccc(F)cc2F)on1 (configuration not stated)
  11, -15

A section taken from the entries so far:
Values run as follows: OX1R antag-1, OX1R antag-2
Cn1cccc1/C=N/NC(=O)c1ccc(OC(F)(F)C(F)F)cc1
  12, -19
CC(C)(C)OC(=O)[C@H](Cc1ccccc1)NC(=O)c1nc[nH]c1C(=O)N[C@@H](Cc1ccccc1)C(=O)OC(C)(C)C
  26, 0
N#C/C(=C\C=C\c1ccccc1[N+](=O)[O-])C(=O)NC1CCCCC1
  15, -28
COc1ccc2c(C)cc3n[nH]c(=S)n3c2c1
  -7, -4
COc1ccc(N2CCN(C(=O)c3ccc(NS(=O)(=O)c4ccc(F)c(F)c4)cc3)CC2)cc1
  15, 14
O=C(Cn1nc(-c2ccccc2F)ccc1=O)NCc1ccc2c(c1)OCO2
  16, -11
O=C(NC1CCN(Cc2ccccc2)C1)c1cc(COc2ccc(F)cc2F)on1 (configuration not stated)
  11, -15

New compounds follow
Values run as follows: OX1R antag-1, OX1R antag-2
O=C(Nc1nccs1)c1ccc([N+](=O)[O-])cc1
  42*, -11
COc1cc(NC(=O)c2ccccc2)cc(OC)c1
  11, -22
Cc1cc(C)nc(N2CCN(C(=O)CCC(=O)Nc3nnc(C(C)C)s3)CC2)n1
  3, -30
CCN(Cc1ccncc1)C(=O)CSc1ccc2ccccc2c1
  34, -24
CCn1c(O)c(N=NC(=O)c2cccnc2)c2cc(Br)ccc21
  15, -28
O=C(NCc1cccnc1)c1cccnc1Sc1ccc(Cl)cc1
  13, -7
CC1CCCCN1CCCNC(=O)CN1C(=O)c2cccnc2Oc2ccccc21 (configuration not stated)
  8, -7
COc1ccc(CN2C(=O)C3C4C=CC(C4)C3C2=O)cc1 (configuration not stated)
  7, -15
Cc1cc(C)cc(C(=O)Nc2cc3c4c(c2)CC(=O)N4CCC3)c1
  26, -20
CCN1C(=O)c2ccc(C(=O)Nc3nccs3)cc2C1=O
  90*, -13

Other results follow.
Values run as follows: OX1R antag-1, OX1R antag-2
CSCC[C@H](NC(=O)[C@H]1N2C(=O)c3ccccc3C2SC1(C)C)C(=O)NCc1ccncc1 (some centres not stated)
  2, -10
O=[n+]1cc(-c2ccc(Br)cc2)n([O-])c2c1CCC2
  50, -7
Cc1ccc(NC(=O)CN2C(=O)NC3(CCC(C)CC3)C2=O)c(Cl)c1 (configuration not stated)
  12, -18
CN(C)c1ccc(/C=C/c2nc3ccccc3s2)cc1
  12, 10
CCOC(CNC(=O)C(=O)NCC(c1ccco1)N1CCN(c2ccc(OC)cc2)CC1)OCC (configuration not stated)
  13, -9
CCOc1ccc(CCNC(=O)COC(=O)c2ccc3c(c2)OCCO3)cc1OCC
  6, -11
CC1(C)CC(=O)C=C(NCC(=O)O)C1
  22, -4
CC(C(=O)Nc1ccc(S(=O)(=O)N2CCCC2)cc1)N(C)Cc1ccc(F)cc1 (configuration not stated)
  18, -9

Compound activity deposited in PubChem BioAssay by The Scripps Research Institute Molecular Screening Center.
